# AMPAR-TARP mod = modulators of AMPA receptor GluA2-stargazin complexes. HEK293 GluA2+stargazin, membrane potential dye (FDSS), glutamate EC50; hits were called plate by plate, in both directions. calls only at 30 µM. hit rate 3.5% among 40,000. AID 1259245;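 active = any of four per-well response measures lying three or more SD from its plate-wide compound average, in either direction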
# Target sequence (O88602 whole entry, looked up): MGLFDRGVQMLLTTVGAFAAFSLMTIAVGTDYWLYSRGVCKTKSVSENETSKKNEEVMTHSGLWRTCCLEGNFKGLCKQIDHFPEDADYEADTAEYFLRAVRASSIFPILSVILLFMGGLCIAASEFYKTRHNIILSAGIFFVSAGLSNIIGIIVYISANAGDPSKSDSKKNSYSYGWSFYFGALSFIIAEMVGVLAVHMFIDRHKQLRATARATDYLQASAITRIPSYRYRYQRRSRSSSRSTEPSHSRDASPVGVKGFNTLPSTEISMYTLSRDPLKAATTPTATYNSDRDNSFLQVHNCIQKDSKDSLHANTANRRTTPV
# Target sequence (P19491 whole entry, looked up): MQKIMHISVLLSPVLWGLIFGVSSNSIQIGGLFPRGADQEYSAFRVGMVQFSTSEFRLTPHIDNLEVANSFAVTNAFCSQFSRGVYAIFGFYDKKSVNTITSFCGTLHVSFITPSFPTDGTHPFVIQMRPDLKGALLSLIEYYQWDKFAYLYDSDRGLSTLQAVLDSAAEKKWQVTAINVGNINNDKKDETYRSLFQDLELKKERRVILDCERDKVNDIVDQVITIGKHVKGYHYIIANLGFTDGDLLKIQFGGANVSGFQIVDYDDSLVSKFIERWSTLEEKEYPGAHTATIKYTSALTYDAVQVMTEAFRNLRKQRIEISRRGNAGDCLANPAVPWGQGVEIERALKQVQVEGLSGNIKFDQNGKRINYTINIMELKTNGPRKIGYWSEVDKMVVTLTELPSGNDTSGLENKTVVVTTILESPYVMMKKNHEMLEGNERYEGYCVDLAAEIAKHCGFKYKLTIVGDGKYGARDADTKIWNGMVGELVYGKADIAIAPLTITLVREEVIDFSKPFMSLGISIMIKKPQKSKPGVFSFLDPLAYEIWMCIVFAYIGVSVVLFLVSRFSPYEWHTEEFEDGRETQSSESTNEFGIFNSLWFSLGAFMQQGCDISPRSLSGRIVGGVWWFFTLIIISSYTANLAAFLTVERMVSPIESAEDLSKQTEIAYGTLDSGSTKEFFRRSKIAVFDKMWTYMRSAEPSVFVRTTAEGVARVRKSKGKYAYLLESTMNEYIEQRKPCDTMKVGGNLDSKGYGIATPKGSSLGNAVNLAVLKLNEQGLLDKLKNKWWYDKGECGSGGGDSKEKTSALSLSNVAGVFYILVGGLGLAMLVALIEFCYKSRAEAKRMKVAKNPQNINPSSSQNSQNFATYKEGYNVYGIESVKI
# AMPAR-TARP mod agonism max-min = also measured in AMPAR-TARP mod; calls as there; compound max-min signal; compound-alone response (agonism);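 unitless range of fluorescence divided by baseline over first 100 seconds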
# AMPAR-TARP mod glutamate slope = also measured in AMPAR-TARP mod; calls as there; glutamate slope, % of max; measured here: glutamate response slope, % max;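 scaled per plate between vehicle wells and maximal 1 mM glutamate control wells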
# An asterisk follows results filed as active; i = inactive; + = active, no number. Only part of the results is shown; rates above refer to the full screens.
SMILES,AMPAR-TARP mod,AMPAR-TARP mod agonism max-min,AMPAR-TARP mod glutamate slope
N#CCSc1nc2ccccc2c(=O)n1Cc1ccc(C(=O)NC2CCCC2)cc1,i,0.1,65
Cc1ccc2c(c1)NC(SCc1cccc(F)c1)=NS2(=O)=O,i,0.05,41
CCCC(CCC)C(=O)N1CCN(c2ncnc3c2nnn3-c2ccc(Cl)cc2)CC1,i,0.068,46
O=C(COc1ccccc1)N1CCC(Cn2cccn2)CC1,i,0.12,71
CC(=O)Cn1c(=O)c2c(nc3n2CC(C)CN3c2ccc(Oc3ccccc3)cc2)n(C)c1=O (configuration not stated),i,0.072,35
Cc1ccc(C(CNC(=O)C(=O)Nc2ccc3c(c2)OCCO3)N2CCOCC2)cc1 (configuration not stated),i,0.034,41
O=C(NCc1ccc(F)cc1)C(=O)NCC1CCN(Cc2ccco2)CC1,i,0.054,55
COc1ccc(S(=O)(=O)NCCC(=O)N2CCCC2)cc1N(C)S(C)(=O)=O,i,0.065,52
CCOC(=O)N1CCC(NC(=O)Cc2csc(NC(=O)c3ccc[nH]c3=O)n2)CC1,i,0.081,47
O=C1N(Cc2cccc([N+](=O)[O-])c2)c2ccccc2S(=O)(=O)N1c1cc(F)ccc1F,i,0.09,62
CC(=O)c1ccc(NC(=O)CSc2nc(=O)n(CC3CCCO3)c3c2CCC3)cc1 (configuration not stated),i,0.083,54
Cc1cc(N(C)C)nc(NCCNC(=O)Nc2ccc(F)c(Cl)c2)n1,i,0.15,63
COC(=O)Cn1c(=NC(=O)c2ccno2)sc2cc(F)cc(F)c21,i,0.14,57
Cc1ccc(Cl)cc1NC(=O)C(=O)NCC(c1cccn1C)N(C)C (configuration not stated),i,0.037,50
CN(C)S(=O)(=O)c1cccc(NC(=O)c2cc3c(=O)n4ccccc4nc3s2)c1,i,0.24,61
COc1ccc(CNC(=O)NCC2CCN(C(=O)Nc3ccc(F)cc3)CC2)cc1OC,i,0.042,62
Cc1ccccc1C(=O)N1CCC2(CC1)CC(=O)c1ccccc1O2,+,0.1*,53*
O=C(Cn1cnc(-c2ccccc2)cc1=O)N1CCN(C(=O)c2ccco2)CC1,i,0.068,53
CC(C)N(C(=O)Cn1nc(-c2ccco2)c2sc(N3CCOCC3)nc2c1=O)c1ccccc1,i,0.041,52
CCC(C(=O)N1CCN(c2nccn2C)CC1)c1ccccc1 (configuration not stated),i,0.063,57
O=C(CCc1csc(NS(=O)(=O)c2ccc(F)cc2)n1)N1CCN(c2ccccc2)CC1,i,0.097,56
O=C(O)CSc1n[nH]c(-c2ccco2)n1,i,0.08,42
Cc1noc(C2CN(C(=O)C3CCN(S(C)(=O)=O)CC3)C2)n1,i,0.11,53
COc1cc(-c2nnc(NC(=O)Cc3ccc(S(C)(=O)=O)cc3)o2)cc(OC)c1OC,i,0.11,59

# Next part; it opens with the six that closed the last part.
SMILES,AMPAR-TARP mod,AMPAR-TARP mod agonism max-min,AMPAR-TARP mod glutamate slope
CC(C)N(C(=O)Cn1nc(-c2ccco2)c2sc(N3CCOCC3)nc2c1=O)c1ccccc1,i,0.041,52
CCC(C(=O)N1CCN(c2nccn2C)CC1)c1ccccc1 (configuration not stated),i,0.063,57
O=C(CCc1csc(NS(=O)(=O)c2ccc(F)cc2)n1)N1CCN(c2ccccc2)CC1,i,0.097,56
O=C(O)CSc1n[nH]c(-c2ccco2)n1,i,0.08,42
Cc1noc(C2CN(C(=O)C3CCN(S(C)(=O)=O)CC3)C2)n1,i,0.11,53
COc1cc(-c2nnc(NC(=O)Cc3ccc(S(C)(=O)=O)cc3)o2)cc(OC)c1OC,i,0.11,59
COc1ccc(-c2c(C#N)c(SC)nc(C)c2C(=O)Nc2ccccc2)cc1,i,0.074,40
CCC(C(=O)N1CCN(c2ncnc3c2nnn3-c2cccc(OC)c2)CC1)c1ccccc1 (configuration not stated),i,0.059,73
O=C(NCc1cccnc1)C(=O)Nc1cccc(C(F)(F)F)c1,i,0.13,64
CC(C)CS(=O)(=O)NCC(c1ccsc1)N1CCCC1 (configuration not stated),i,0.038,54
Cc1cc(C)c(S(=O)(=O)Nc2ccc(CC(=O)NC3CC3)cc2)c(C)c1,i,0.055,32
O=C(NCCn1ncc2c(N3CCCC3)ncnc21)c1ccc2c(c1)OCO2,i,0.076,47
CCOC(=O)c1ccc(-n2c(C)c(C)n3c4c(=O)n(CC)c(=O)n(C)c4nc23)cc1,i,0.13,62
O=C(CSc1ccc(-c2ccco2)nn1)Nc1cc(Cl)cc(Cl)c1,i,0.063,46
COCCCN1COc2ccc3cc(-c4ccc(OC)c(OC)c4)c(=O)oc3c2C1,i,0.064,36
O=C(CSc1ccc(-c2ccc3ccccc3c2)nn1)NCc1ccc2c(c1)OCO2,i,0.044,55
COc1ccc(C(=O)Nc2ccc3c(c2)CCCN3C(C)=O)cc1OC,i,0.11,82
COc1cn(CC(=O)Nc2ccc3c(c2)OCCO3)c(CSc2nccc(C)n2)cc1=O,i,0.039,49
Cc1c(Cl)cccc1S(=O)(=O)N1CCC(c2cccs2)CC1,i,0.12,72
COCC(C)(O)CNC(=O)/C=C/c1ccco1 (configuration not stated),i,0.094,63
COc1cc(C(=O)NCC(c2cccc3ccccc23)N(C)C)cc(OC)c1OC (configuration not stated),i,0.089,62
COc1ccccc1CNC(=O)Cn1cnc(C)cc1=O,i,0.083,59
O=C(Cn1c(CO)cnc1SCC(=O)N1CCc2ccccc21)NC1CC1,i,0.045,46
O=C(Nc1ccc(F)cc1)N1CCC(CNC(=O)C2(c3ccccc3)CCOCC2)CC1,i,0.05,37
FC(F)Sc1ccc(NC(=S)N2CCN(c3ccccc3)CC2)cc1,i,0.077,61
CCNC(=O)CSc1nc(-c2ccccc2)c(NC(=O)COc2ccccc2C)s1,i,0.045,62
CCC(C(=O)Nc1cccc(-c2cn3nc(OC)ccc3n2)c1)c1ccccc1 (configuration not stated),i,0.05,36
CCOC(=O)C1CCCN(C(=O)CS(=O)(=O)c2ccc3c(c2)S(=O)(=O)N=CN3)C1 (configuration not stated),i,0.065,40
O=C1c2ccccc2C(=O)N1CCCCN(C(=O)c1ccc([N+](=O)[O-])o1)c1ccc(Cl)cc1,i,0.078,63
Cn1c(=O)c2cc(C(=O)NCc3ccccc3)sc2n(C)c1=O,i,0.12,40
O=C(CSc1nc2ccccc2c(=O)n1NC(=O)Cc1ccccc1)NCCc1ccccc1,i,0.11,60
CC(C)S(=O)(=O)N1CCN(CCn2cccn2)CC1,i,0.11,68
O=C(Nc1cccc(C(F)(F)F)c1)N1CCN(c2ccc(Nc3cccnc3)nn2)CC1,i,0.1,47
O=C(Cc1ccc(Cl)cc1)Nc1ccc(N2CCCCS2(=O)=O)cc1,i,0.11,49
Cn1c(O)c(N=Nc2nc3c(c(=O)n(Cc4ccccc4)c(=O)n3C)n2C)c(=O)n(C)c1=O,+,0.16*,58*
CN(C)S(=O)(=O)c1ccc(C(=O)NC2CC2)o1,i,0.097,54
COc1ccccc1CCNC(=O)C(=O)Nc1ccc(F)c(Cl)c1,i,0.11,64
CCOc1ccc(N2CCCn3c2nc2c3c(=O)n(CC(=O)O)c(=O)n2C)cc1,i,0.1,61
CCOC(=O)Nc1ccc2c(c1)NC(=O)C(C)(C)CO2,i,0.049,48
COc1ccc(-c2ccc(=O)n(CCNS(=O)(=O)c3ccc(OC)cc3OC)n2)cc1,i,0.1,69
CN(C)c1oc(-c2cccs2)nc1S(=O)(=O)c1ccccc1,i,0.088,61
O=C(CNC(=O)c1c[nH]c2ccccc12)NCC1CCCO1 (configuration not stated),i,0.13,84
CC(=O)Nc1ccc2c(c1)CC(=O)N2,i,0.073,56
COc1ccc(-c2cc(CC(=O)N3CCCCCC3)no2)cc1OC,i,0.046,35
O=C1c2ccccc2C(=O)N1CCS(=O)(=O)NCCc1c[nH]c2ccccc12,i,0.093,53
COc1ccc(N/C=C(\C#N)C(=O)NCc2ccccc2)cc1Cl,i,0.12,53
CCCOc1ccc(S(=O)(=O)Nc2ccc(CC(=O)N3CCCC3)cc2)cc1,i,0.05,60
CC(C)c1cc(NCCN(C)C)n2ncc(-c3ccccc3)c2n1,i,0.12,56
Cc1ccc(NC(=O)C(=O)NCC2CCN(C(=O)c3cc4ccccc4o3)CC2)cc1F,i,0.11,63
COc1ccccc1NC(=O)/C=C\c1cccc2ccccc12,i,0.12,54
O=C(CSc1nc(=O)n(CC2CCCO2)c2c1CCC2)Nc1ccc2c(c1)OCCO2 (configuration not stated),i,0.077,52
COc1ccc(S(=O)(=O)CCCC(=O)Nc2ccc(S(N)(=O)=O)cc2)cc1,i,0.081,68
O=C(NCCS(=O)(=O)N1CCN(Cc2ccccc2)CC1)c1c(F)cccc1F,i,0.036,40
Cc1cn2c3c(=O)[nH]c(=O)n(C)c3nc2n1CCCN1CCOCC1,+,0.18*,44*

# Random excerpt: five records from the list, in no set order.
SMILES,AMPAR-TARP mod,AMPAR-TARP mod agonism max-min,AMPAR-TARP mod glutamate slope
O=C(NCCS(=O)(=O)N1CCN(Cc2ccccc2)CC1)c1c(F)cccc1F,i,0.036,40
COc1ccc(S(=O)(=O)CCCC(=O)Nc2ccc(S(N)(=O)=O)cc2)cc1,i,0.081,68
CC(=O)Nc1ccc2c(c1)CC(=O)N2,i,0.073,56
Cc1cn2c3c(=O)[nH]c(=O)n(C)c3nc2n1CCCN1CCOCC1,+,0.18*,44*
CCCOc1ccc(S(=O)(=O)Nc2ccc(CC(=O)N3CCCC3)cc2)cc1,i,0.05,60

# (next part)
SMILES,AMPAR-TARP mod,AMPAR-TARP mod agonism max-min,AMPAR-TARP mod glutamate slope
COc1ccc2nc(N3CC(C(=O)Nc4ccon4)C3)sc2c1,i,0.11,61
O=C(CCc1ccccc1)NCCn1ncc2c(N3CCCC3)ncnc21,i,0.066,47
O=C(NC(C(=O)N1CCCCC1)C12CC3CC(CC(C3)C1)C2)c1ccc(F)cc1 (configuration not stated),+,0.052*,79*
O=C(NCc1ccccn1)c1ccc(S(=O)(=O)NC2CCCC2)cc1,i,0.11,66
O=C(NCCOc1ccccc1)C1CN(c2nc3c(F)cccc3s2)C1,i,0.097,63
CCCCn1c(NCc2ccc(OC)cc2)nc2ccccc21,i,0.048,-5
COC(=O)Cn1c(=O)c2c(nc3n(-c4cc(C)cc(C)c4)c(-c4ccccc4)cn23)n(C)c1=O,i,0.042,62
O=C(NCCC1=CCCCC1)C(=O)NCCn1nc(-c2ccco2)ccc1=O,i,0.14,45
O=C1CCCN1c1ccc(NS(=O)(=O)c2cccc([N+](=O)[O-])c2)cc1,i,0.046,57
O=C(Cc1ccc(NS(=O)(=O)c2ccc(OC(F)(F)F)cc2)cc1)N1CCC(O)CC1,i,0.086,54
Cc1cccc2sc(N(CC3CCCO3)C(=O)C3CCCCN3S(C)(=O)=O)nc12 (configuration not stated),i,0.087,56
O=C(NCC1CCN(S(=O)(=O)C2CC2)CC1)c1ccc(Cl)s1,i,0.064,50

# Five structures out of the list, arranged by formula weight, low to high:
SMILES,AMPAR-TARP mod,AMPAR-TARP mod agonism max-min,AMPAR-TARP mod glutamate slope
CCOC(=O)Nc1ccc2c(c1)NC(=O)C(C)(C)CO2,i,0.049,48
CC(C)CS(=O)(=O)NCC(c1ccsc1)N1CCCC1 (configuration not stated),i,0.038,54
O=C(Cn1c(CO)cnc1SCC(=O)N1CCc2ccccc21)NC1CC1,i,0.045,46
CCOC(=O)C1CCCN(C(=O)CS(=O)(=O)c2ccc3c(c2)S(=O)(=O)N=CN3)C1 (configuration not stated),i,0.065,40
COC(=O)Cn1c(=O)c2c(nc3n(-c4cc(C)cc(C)c4)c(-c4ccccc4)cn23)n(C)c1=O,i,0.042,62

# Carrying on.
SMILES,AMPAR-TARP mod,AMPAR-TARP mod agonism max-min,AMPAR-TARP mod glutamate slope
COc1ccccc1OCC(=O)NCC(c1ccc(C)cc1)N1CCOCC1 (configuration not stated),i,0.038,41
Cc1nc2sccn2c(=O)c1NC(=O)C(C)Oc1ccccc1F (configuration not stated),i,0.08,71
CCOC(=O)c1c(SCC(=O)NCC2CCCO2)nc(=O)[nH]c1C (configuration not stated),i,0.054,39
Cc1ccc(S(=O)(=O)/C(C#N)=C/N2CCN(C)CC2)cc1C,i,0.1,69
CCOc1ccc(N2CCCCn3c2nc2c3c(=O)n(CC)c(=O)n2C)cc1,i,0.14,62
COc1cccc(Nc2nc(-c3cccnc3)nc3ccccc23)c1,i,0.16,-1
COc1ccc(-c2ccc(=O)n(CCCNS(=O)(=O)c3ccc(F)cc3)n2)cc1,i,0.092,56
COc1ccccc1-c1ccc(N2CCN(C(=O)CC3CCCC3)CC2)nn1,i,0.023,30
Cc1cc(C(=O)N2CC(C(=O)NCc3nc4ccccc4[nH]3)C2)no1,i,0.091,53
COc1cc(NC(=O)Cn2nc(SC)c(-c3nc(-c4ccccc4)no3)c2N)cc(OC)c1,i,0.067,71
COc1ccc(NC(=O)Nc2ccc(Nc3ccc(-n4nc(C)cc4C)nn3)cc2)cc1,i,0.061,41
CC1CCCCN1c1ccc(N2CCN(C(=O)/C=C/c3ccccc3)CC2)nn1 (configuration not stated),i,0.083,51
O=S(=O)(c1cccc(Cl)c1)N1CCN(c2ccc(-c3ccco3)nn2)CC1,i,0.041,30
O=C(NCc1ccncc1)C(=O)NCc1ccccc1Cl,i,0.088,68
Cn1cccc(C(=O)NCC(O)Cc2ccccc2)c1=O (configuration not stated),i,0.13,74
O=C(CCN1C(=O)c2ccccc2S1(=O)=O)Nc1ccc(S(=O)(=O)Nc2nccs2)cc1,i,0.063,73
COc1cc(-c2ccc(=O)n(CC#N)n2)cc(OC)c1OC,i,0.13,92
COc1ccc(-c2noc(CSc3nc4ccsc4c(=O)n3-c3cccc(OC)c3)n2)cc1,i,0.072,76
Cc1cc(C)c(NC(=O)C(=O)NCC2CCN(Cc3cccs3)CC2)c(C)c1,i,0.052,60
COCC(=O)N1CCCc2ccc(NC(=O)c3c(C)nc4ccccn34)cc21,i,0.15,58
CCc1ccc2nc(N(CCN3CCOCC3)C(=O)c3nc4ccccc4s3)sc2c1,i,0.072,53
COCCn1c(=O)c2c(nc(-n3nc(C)cc3C)n2Cc2ccc(F)cc2)n(C)c1=O,+,0.075*,68*

# Screens from PubChem.
